# TDP1 block: qHTS Assay for Inhibitors of Tyrosyl-DNA Phosphodiesterase (TDP1). Tyrosyl-DNA phosphodiesterase 1 (Homo sapiens), Q9NUW8. recombinant TDP1, AlphaScreen DNA substrate cleavage. Potency, µM (titrated, usually from 130 µM), without a hit: at the top dose activity change, negative = inhibition, most hits filed as inhibitors. 0.28% of 350,000 active. AID 485290, 2010; further: nearly all actives have a fitted effect of over 40% in size
# Target sequence (Q9NUW8 whole entry, looked up): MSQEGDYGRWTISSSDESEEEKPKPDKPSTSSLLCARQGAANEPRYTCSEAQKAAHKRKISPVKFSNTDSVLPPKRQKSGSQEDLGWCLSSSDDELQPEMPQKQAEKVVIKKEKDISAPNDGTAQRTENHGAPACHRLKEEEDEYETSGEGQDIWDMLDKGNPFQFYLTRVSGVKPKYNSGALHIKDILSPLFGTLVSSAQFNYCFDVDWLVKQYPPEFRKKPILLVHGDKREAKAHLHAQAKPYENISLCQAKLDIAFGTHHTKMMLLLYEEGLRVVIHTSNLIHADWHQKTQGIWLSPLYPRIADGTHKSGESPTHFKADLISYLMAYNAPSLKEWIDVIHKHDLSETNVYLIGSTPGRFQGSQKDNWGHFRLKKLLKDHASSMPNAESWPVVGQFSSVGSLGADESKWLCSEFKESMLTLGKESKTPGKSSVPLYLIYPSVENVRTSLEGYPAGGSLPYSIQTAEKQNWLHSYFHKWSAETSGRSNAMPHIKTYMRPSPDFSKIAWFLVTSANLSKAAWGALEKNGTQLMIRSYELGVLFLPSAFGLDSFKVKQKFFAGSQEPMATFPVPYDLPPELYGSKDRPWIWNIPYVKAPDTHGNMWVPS
#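 Steps: enzyme plus compound, 15 min RT; add biotin/phosphotyrosine-FITC oligonucleotide (15 nM final), react 5 min; add donor/acceptor beads (10 ug/ml final), 10 min; read AlphaScreen. Tdp1 at 1 nM final.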
# DT40 TDP1 CPT: qHTS for Inhibitors of human tyrosyl-DNA phosphodiesterase 1 (TDP1): qHTS in cells in presence of CPT; chicken DT40 Tdp1-/-;hTDP1 cells + 20 nM CPT, ATP luminescence, 48 h; Potency, µM (doses to about 46.2 µM), for inactives: top-dose activity change, negative = growth inhibition, usual class: inhibitors; 12% of 420,000 active; further: nearly all actives have a fitted effect of over 55% in size
#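 Cell growth measured by CellTiter-Glo luminescence after a minimum 48 h, 37 C compound exposure with 20 nM CPT in Tdp1-knockout DT40 cells stably expressing hTDP1, seeded 400/well; qHTS titration format.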
# TDP1 cell noCPT: qHTS for Inhibitors of human tyrosyl-DNA phosphodiesterase 1 (TDP1): qHTS in cells in absence of CPT; DT40 Tdp1-/- hTDP1 cells, no CPT, ATP luminescence, 48 h; Potency, µM (highest dose often 46.2 µM), without a hit: at the highest dose activity change, negative = growth inhibition, actives largely listed as inhibitors; 15% of 420,000 active; further: nearly all actives have a fitted effect of over 55% in size
#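 Growth kinetics read by CellTiter-Glo luminescence after ≥48 hr at 37 °C. Cells: DT40 Tdp1-/- stably carrying human TDP1, 400 per well, compound exposure in the absence of CPT (DMSO vehicle).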
# Starred values were filed as active, the others as inactive; ? = inconclusive; . = not tested or not shown; [ ] = remark or other dose. The call rests on the fitted dose curve; in most records, active means well fitted curve in the direction sought with a large enough effect; inconclusive means small, poorly fitted or top-dose-only effect, or another doubt; inactive means no such curve, though single readings can be large; an effect the other way counts as inactive or inconclusive. On the % scale 0 is the no-effect control and ±100 the full control effect; potency means the concentration at half of the fitted maximal effect.
molecule	TDP1 block	DT40 TDP1 CPT	TDP1 cell noCPT
Cc1ccc(NC(=O)COC(=O)[C@H](C)NC(N)=O)c(C)c1	5%	-1%	5%
CC1CN(C)C(c2ccccc2)C(C)C12NC(=O)NC2=O (configuration not stated)	-9%	-10%	-11%
Cc1nn(-c2ccc(F)cc2)c(-n2cccc2)c1C(=O)N1CCN(C(=O)c2ccco2)CC1	6%	-17%	-5%
Cc1ccc2nc(-c3ccc(C)c(NC(=O)COc4ccccc4Cl)c3)oc2c1	.	-27%	12%
CC1(C)CC2CC(C)(CN2/C=C2/CCCCC2=O)C1 (configuration not stated)	1%	?	?
Cc1ccc(/C=N/NC(=O)c2cccc(NC(=O)c3ccccc3C)c2)o1	5%	0%	-24%
Cn1c(=O)c2c(ncn2CC(O)CNc2ccc(Br)cc2)n(C)c1=O (configuration not stated)	7%	-26%	?
Cc1cnc(C(=O)OCC(=O)N2C(C)CCCC2C)cn1 (configuration not stated)	-3%	3%	-8%

# Compounds shown so far containing a furan ring, fused or not:
molecule	TDP1 block	DT40 TDP1 CPT	TDP1 cell noCPT
Cc1nn(-c2ccc(F)cc2)c(-n2cccc2)c1C(=O)N1CCN(C(=O)c2ccco2)CC1	6%	-17%	-5%
Cc1ccc(/C=N/NC(=O)c2cccc(NC(=O)c3ccccc3C)c2)o1	5%	0%	-24%

# (further entries)
molecule	TDP1 block	DT40 TDP1 CPT	TDP1 cell noCPT
CCOC(=O)CSc1nc2cccnc2n1C	0%	32%[activator]	-9%
COc1ccc2c(c1)c1c(c(=O)n(-c3ccc(C)cc3)c(=O)n1CC(=O)NCC1CCCO1)n2C (configuration not stated)	.	-15%	?
CC1CCCN(c2cc3c(cc2F)c(=O)c(S(=O)(=O)c2cccc(Cl)c2)cn3Cc2ccccc2)C1 (configuration not stated)	2%	0%	-15%
O=C(Nc1ccc2nc(SCC(=O)N3CCOCC3)sc2c1)c1ccc(Br)cc1	2%	?	2.3µM*
COCCn1c(=O)c(-c2cc(F)cc(F)c2)nc2cncnc21	.	-3%	11%
O=C(Nc1ccc(C(=O)N2CCN(c3ccccn3)CC2)cc1)c1ccc(Br)o1	-10%	?	?
O=C(/C(=C\c1ccccc1)c1nc2ccccc2[nH]1)c1ccc(Cl)cc1	5%	7.3µM*	6.5µM*
Cc1cc(=O)oc2cc(NC(=O)c3ccc(OC(F)F)cc3)ccc12	.	-29%	?
CCN(CC(=O)NCc1ccc(Cl)cc1)C(=O)c1cc2ccccc2o1	15%	0%	-28%
CCOc1cc(/C=N/NC(=O)c2cccnc2)ccc1OC(=O)c1ccco1	2%	-7%	-18%
CCCCOP(=O)(c1ccc(N(C)C)cc1)C(O)c1ccccc1F (configuration not stated)	6%	?	?
CCOC(=O)C1=CN(Cc2cccc(F)c2)S(=O)(=O)N(CC)C1c1ccc(F)c(Cl)c1 (configuration not stated)	-3%[56.1 µM]	?	?
CC[n+]1c(/C=C/c2cc([N+](=O)[O-])ccc2O)ccc2ccccc21	.	?	23µM*
Cc1cccc(NC(=O)COC(=O)CN2C(=O)C3CCCCC3C2=O)c1C (configuration not stated)	.	-10%	-8%
O=C(Nc1cccc(-c2cc3ccccc3oc2=O)c1)c1ccc(Br)o1	5%	?	?
COCCCNC(=O)CN(C1CCCCC1)S(=O)(=O)c1ccc(C)cc1	-2%	?	-24%

# Retrieved by structure from the entries so far:
molecule	TDP1 block	DT40 TDP1 CPT	TDP1 cell noCPT
CCN(CC(=O)NCc1ccc(Cl)cc1)C(=O)c1cc2ccccc2o1	15%	0%	-28%
Cc1cccc(NC(=O)COC(=O)CN2C(=O)C3CCCCC3C2=O)c1C (configuration not stated)	.	-10%	-8%
CCCCOP(=O)(c1ccc(N(C)C)cc1)C(O)c1ccccc1F (configuration not stated)	6%	?	?
CC[n+]1c(/C=C/c2cc([N+](=O)[O-])ccc2O)ccc2ccccc21	.	?	23µM*

# Filtered by structure: the compounds so far with four or more nitrogen atoms (5)
molecule	TDP1 block	DT40 TDP1 CPT	TDP1 cell noCPT
Cc1nn(-c2ccc(F)cc2)c(-n2cccc2)c1C(=O)N1CCN(C(=O)c2ccco2)CC1	6%	-17%	-5%
Cn1c(=O)c2c(ncn2CC(O)CNc2ccc(Br)cc2)n(C)c1=O (configuration not stated)	7%	-26%	?
COc1ccc2c(c1)c1c(c(=O)n(-c3ccc(C)cc3)c(=O)n1CC(=O)NCC1CCCO1)n2C (configuration not stated)	.	-15%	?
COCCn1c(=O)c(-c2cc(F)cc(F)c2)nc2cncnc21	.	-3%	11%
O=C(Nc1ccc(C(=O)N2CCN(c3ccccn3)CC2)cc1)c1ccc(Br)o1	-10%	?	?

# Later entries:
molecule	TDP1 block	DT40 TDP1 CPT	TDP1 cell noCPT
Cc1ccc(S(=O)(=O)N2CCCC(C(=O)NCC3COCCO3)C2)cc1 (configuration not stated)	-1%	-1%	-5%
Cc1csc(NC(=O)CN(C)S(=O)(=O)c2cccc3cccnc23)n1	-8%	-26%	-21%
CC1CCN(C(=O)c2ccc3ccccc3c2)CC1	3%	-12%	-6%
Cc1c(OC(C)C(=O)NCc2ccccn2)ccc2c3c(c(=O)oc12)CCCC3 (configuration not stated)	6%	13µM*	?
Cc1cccc(CCN=c2c([N+](=O)[O-])nn(-c3ccccc3)n2O)c1	9%	15µM*	?
CC(C)(C)c1ccc(C(=O)N2CCC(C(=O)NC3CC3)CC2)cc1	.	-4%	-13%
O=C1CN(S(=O)(=O)c2ccc(Cl)cc2C(F)(F)F)CCN1	0%	3%	3%
COc1ccc([N+](=O)[O-])cc1NC(=O)CSCc1ccccc1	0%	-17%	?
CCOc1cc(C2NC(=S)NC(C)=C2C(=O)Nc2ccccc2)ccc1O (configuration not stated)	1%	1%	-11%
Cc1ccc(-c2nnn(CC(=O)NC(=O)NC3CCCCC3)n2)cc1	-7%	?	?
Cc1ccc2c(c1)C(c1ccccc1)N(C(=O)c1cccc([N+](=O)[O-])c1)CC(=O)N2 (configuration not stated)	.	?	?
C/C(N)=C(/C#N)C(=O)CSc1nc(-c2ccccc2)c(-c2ccccc2)o1	11%	-30%	?
c1csc(-c2cnc3n2CCCC3)c1	4%	-16%	-26%
O=C(Cc1ccc(Cl)cc1)Nc1ccc(N2CCN(C(=O)c3ccco3)CC2)c(Cl)c1	4%	15µM*	23µM*
CCC(C)N1CCN(C(=O)c2cccs2)CC1 (configuration not stated)	.	-9%	-3%
COc1cc(Cl)c(NC(=O)CN2C(=O)c3cccnc3Sc3ccccc32)c(OC)c1	5%	1%	?
COc1cc2c(cc1OC)C(c1ccccc1)N(S(C)(=O)=O)CC2 (configuration not stated)	.	-22%	1%
Cc1cc2n(n1)CCCN2C(=O)Nc1ccccc1F	2%	-15%	-10%
CCOC(=O)N1CCN(C(=O)Cn2ncn3nc(-c4cccs4)cc3c2=O)CC1	-2%	-18%	-17%
Cc1ccc(S(=O)(=O)NC2=NCN(CCOC(=O)c3ccc([N+](=O)[O-])cc3)CN2)cc1	-4%	?	-5%
CN(CCO)c1ccc(/C=N/Nc2nncc3ccccc23)cc1	.	?	15µM*
CCOc1ccccc1NC(=O)C(NCC1(N2CCCCC2)CCCCC1)c1ccccc1 (configuration not stated)	1%	?	16µM*
CCOC(=O)/C=C1\NC2(CCCCC2)Cc2cc(OC)c(OC)cc21	.	-7%	?
CCC(C)Cn1c(S(=O)(=O)O)nc2ccccc21 (configuration not stated)	-2%	-11%	0%
C/C(=N/NC(=O)c1ccoc1C)c1cccc(NC(=O)C2CC2)c1	3%	6%	7%
COc1ccc(S(=O)(=O)N(CC(=O)Nc2cccc(C(F)(F)F)c2)c2ccc(C)cc2)cc1	.	?	23µM*
CC(C)[Si]1(C(C)C)OCC2OC(n3cnc4c(N)ncnc43)C(N)C2O[Si](C(C)C)(C(C)C)O1 (configuration not stated)	.	13µM*	12µM*
CCn1nc(C)c(NC(=O)c2ccc(Br)o2)c1C	3%	1%	-2%
Cc1ccccc1C(=O)O/N=C(\c1ccccc1)c1ccccn1	5%	?	-24%
CCn1c2ccccc2c2nnc(SCC(=O)NCCOC)nc21	0%	3%	-3%
COc1ccc(CNc2nnnn2C)c(OC)c1	3%	11%	-1%
Cc1cc(N2CCN(C(=O)Oc3ccc([N+](=O)[O-])cc3)CC2)c2ccccc2n1	.	?	18µM*
CC(O)C(O)C(O)C(O)/C=N/NC(=O)c1ccccc1 (configuration not stated)	-3%	-3%	1%
O=C(NCCCn1ccnc1)c1cc(-c2ccccc2)on1	2%	?	7.3µM*
Cc1cc(NC(=O)CSc2ncnc3ccccc23)no1	-8%	-14%	-3%
Cc1nc2ccccc2nc1CN1CCOc2ccc(C3(O)CCN(c4ccccc4F)CC3)cc2C1	.	?	?
CSCCOC(=O)C1=C(C)NC(=O)CC1c1ccccc1Cl (configuration not stated)	9%	?	?
COc1ccc(C2=CSC3=NCCN23)cc1Cl	.	6%	?
Cc1ccc(NS(=O)(=O)c2cc(N)ccc2Cl)c(C)c1	10%	-19%	6%
CC(C)CNS(=O)(=O)c1cc(C(=O)N2CC(C)OC(C)C2)c(Cl)cc1Cl (configuration not stated)	1%	?	23µM*
O=C(CN1C(=O)COc2ccccc21)NCCN1CCC(Cc2ccccc2)CC1	5%	?	?
CN(C)CCCN(C(=O)C1COc2ccccc2O1)c1nc2ccc(F)cc2s1 (configuration not stated)	6%	?	?
CCc1nc2c(OCc3ccc(C(F)(F)F)cc3)cccn2c1N(C=O)Cc1ccc(OC)cc1	.	21µM*	16µM*
CC(=O)C1=C(O)C(=O)N(Cc2ccccc2)C1c1ccco1 (configuration not stated)	0.79µM*	4%	2%
O=c1c(-c2ccccc2)nc2cncnc2n1C1CC1	.	-7%	-5%
CC(C)(C)OC(=O)N1CCC(c2c(C(=O)O)cnn2-c2ccc(Cl)cc2)CC1	1%	-12%	-15%
COc1ccc(-c2nc(CS(=O)CC(=O)NCCc3ccccc3)c(C)o2)cc1OC (configuration not stated)	3%	?	?
CC(=O)Nc1ccc(S(=O)(=O)N2CCN(S(=O)(=O)N3CCC(C)CC3)CC2)cc1	0%	-25%	-16%
CC(=O)OC1C(OC(C)=O)C2C(C)CC3OC(=O)C(C)C3CC2(C)C1OC(C)=O (configuration not stated)	.	2%	-19%
Cc1cccc(C)c1NC(=O)c1cc(S(=O)(=O)N2CCOCC2)ccc1F	-1%[56.1 µM]	-5%	-3%
CN(c1ccccc1)S(=O)(=O)c1ccc(NC(=S)NC(=O)C2CC2)cc1	3%	?	12µM*
CCOc1ccccc1N1CC(c2nc3ccccc3n2CCOc2ccccc2OC)CC1=O (configuration not stated)	3%	?	?
CC(=O)Nc1ccc(NC(=O)C(C)OC(=O)CC2CCCC2)cc1 (configuration not stated)	.	4%	-11%
O=C(Nc1ccc(S(=O)(=O)Nc2nccs2)cc1)C(F)(F)F	.	8%	6%
COC(=O)C(C(=O)OC)c1ccc(-n2cccc2)cc1	3%	-4%	-11%
COc1ccc(OC)c(NC(=O)NNC(=O)COc2ccc(-c3ccccc3)cc2)c1	2%	-4%	-26%

# More results follow.
molecule	TDP1 block	DT40 TDP1 CPT	TDP1 cell noCPT
O=C(NCCCn1ccnc1)c1ccc(N2CCCCCC2)c([N+](=O)[O-])c1	5%	18µM*	?
CC(C)(C)OC(=O)N/N=C/c1cc(N=Nc2ccccc2)ccc1O	11%	?	?
CNC(=O)C1Cc2c(-c3ccc4c(c3)OCO4)ccnc2O1 (configuration not stated)	.	-30%	-28%
O=C(CCCc1ccccc1)NC1CC1	2%	-11%	-29%
Cn1cc(Cl)c(C(=O)N/N=C/c2ccc3c4c(cccc24)CC3)n1	1%	?	-29%
CC1CC(=S)Nc2ccccc2N1C(=O)Nc1ccccc1 (configuration not stated)	5%	4%	-10%
O=C(Nc1ccccc1)c1cccc(S(=O)(=O)Nc2cccc(F)c2)c1	9%	?	26µM*
O=C1NC[C@H](CCCCN2CCN(Cc3ccccc3)C(=O)C2=O)N(CC2CCCCC2)C1=O	.	-1%	-10%
O=C(O)CSc1nc(C(F)(F)F)cc(=O)n1-c1ccccc1	-3%	2%	-13%
O=C(CCN1C(=O)C2C3C=CC(C3)C2C1=O)N1CCN(c2cccc(Cl)c2)CC1 (configuration not stated)	0%	16µM*	16µM*
CCOC(=O)C(C)NC(=O)C(NC(=O)C1CCC(CC)CC1)C(C)C (configuration not stated)	-5%	15µM*	?
CS(=O)(=O)NCCNc1ccc(Cl)cc1[N+](=O)[O-]	3%	-4%	?

# Screening results (PubChem BioAssay)
